Source: PubChem BioAssay (several laboratories)
TNAP inhibition: human TNAP enzyme inhibitors, biochemical, luminescent (AID 518); Alkaline phosphatase, tissue-nonspecific isozyme (Homo sapiens); purified TNAP enzyme, luminescent substrate readout; higher % means a stronger effect; inhibition, % at 20 µM, or IC50 in µM where a hit was titrated; actives 0.09% (n = 64,000); in the data active = a potency from the dose series; inactive = the rest, 99 in 100 with inhibition below about 22%;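 note: plate controls were vehicle for no effect and reference inhibitor for full effect; many of its hits are not listed in these tables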
HPDE-C7K KRASV12: cytotoxicity in KRAS-transformed pancreatic duct cells, primary screen, cell-based, fluorescence, HTS (AID 431); HPDE-C7K KRASV12 cells, Alamar Blue viability, 48 h; higher % means a stronger effect; one-dose cytotoxicity, % at 10 µM; EC50 in µM for titrated hits; actives 1.7% (n = 63,000);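 active = compounds whose percent cytotoxicity in the single-dose primary screen, scaled between solvent and toxic-drug controls, exceeds 50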;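 note: 0% = DMSO solvent wells and 100% = doxorubicin-treated wells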
Bfl-1 inhibitors: Bfl-1 inhibitors, primary screen, biochemical, fluorescence polarization, FITC-Bid, mouse (AID 432); Bcl-2-related protein A1 (Mus musculus); FITC-Bid BH3 peptide fluorescence polarization displacement; higher % means a stronger effect; displacement, % at 20 µM; hits with a dose series show IC50 in µM; actives 0.02% (n = 64,000); in the data active = a potency from the dose series; inactive = the rest, 99 in 100 with displacement below about 15%; note: strong numbers were not always called active
DPM-DC inhibit: S. pneumoniae DPM-DC inhibitors, primary screen, biochemical, PK/LDH-coupled NADH fluorescence. diphosphomevalonate decarboxylase (Streptococcus pneumoniae D39). purified DPM-DC. calls only at 10 µM. actives 0.49% (n = 65,000);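 active = the 320 compounds with the highest percent inhibition in the single-dose primary screen, excluding strongly autofluorescent ones, cut at about 32% in these data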;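 note: kinetic rate of NADH fluorescence loss reporting ADP formed by the decarboxylase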
PMK inhibit: S. pneumoniae PMK inhibitors, primary screen, biochemical, mevalonate pathway, pilot trial included | purified PMK, PK/LDH-coupled NADH absorbance 340 nm | inhibition, % at 10 µM | actives 0.49% (n = 65,000) | AID 539, 2006;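 active = top-ranked compounds by inhibition in the single 10 µM screen, taking a fixed number of the strongest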;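 note: 0% = full reaction with DMSO carrier and 100% = background rate without enzyme reaction; no value below 0 was filed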
LYP inhibition: LYP phosphatase inhibitors, primary screen, biochemical, DiFMUP fluorescence, recombinant catalytic domain, 10 µM (AID 606); Tyrosine-protein phosphatase non-receptor type 22 (Homo sapiens); recombinant LYP catalytic domain, DiFMUP fluorescence; higher % means a stronger effect; one-dose inhibition, % at 10 µM; IC50 in µM for titrated hits; 52,000 tested, under 10 active;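 active = IC50 under 40 µM in the dose-response test; inactive = IC50 of 40 µM or more, or never dose-tested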
HT1080 cytotoxicity: cytotoxicity in HT1080 fibrosarcoma cells, cell-based, fluorescence readout (AID 620). HT1080 viability, fluorescence; higher % means a stronger effect. one-dose cytotoxicity, % at 10 µM; EC50 in µM for titrated hits. actives 0.42% (n = 87,000);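 note: cells exposed to compound overnight then 4 h with Alamar Blue; 0% = vehicle DMSO and 100% = killing control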
MK inhibit: S. pneumoniae MK inhibitors, primary screen, biochemical, PK/LDH-coupled NADH absorbance; mevalonate kinase [Streptococcus pneumoniae D39]; purified MK, PK/LDH-coupled NADH absorbance 340 nm; inhibition, % at 10 µM; actives 0.48% (n = 65,000);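 active = ranked among the strongest by inhibition in the single 10 µM screen, a fixed top-ranked set picked for dose follow-up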; note: no value below 0 was filed
HPDE-C7 cytotoxicity: cytotoxicity in HPDE-C7 cells, cell-based, fluorescence, HTS (AID 430) | cytotoxicity, % at 10 µM, or EC50 in µM where a hit was titrated | HPDE-C7 pancreatic duct cells viability, fluorescence; higher % means a stronger effect | actives 1.8% (n = 63,000);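 note: cells exposed to compound for 48 hours before viability readout; 0% = vehicle and 100% = reference cytotoxic drug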
PMK inhibit pilot replicates: also measured in PMK inhibit; calls as there; inhibition, %; measured here: pilot screen replicates
MK inhibit pilot replicates: also measured in MK inhibit; calls as there; inhibition, %; measured here: pilot screen replicates
DPM-DC inhibit pilot screen %: second read-out of DPM-DC inhibit, no call of its own (marks repeat the call); inhibition, %; measured here: pilot screen trials
* hit, by the source's call; i = inactive; · = not tested or not shown. Cut-off read from the data, not from the text of the source, unless noted: active = cytotoxicity above about 50%; inactive = the rest.

SMILES | TNAP inhibition | HPDE-C7K KRASV12 | Bfl-1 inhibitors | DPM-DC inhibit | PMK inhibit | LYP inhibition | HT1080 cytotoxicity | MK inhibit | HPDE-C7 cytotoxicity | others
CC(=O)OC1CC(C)(C)N(OC(=O)c2ccc(N)cc2)C(C)(C)C1 | 8% | 10% | 2% | i | 3 | 21% | -3% | 0 | 8%
CCOC(=O)c1[nH]c(C)c(CCC(=O)OC)c1C | 8% | 16% | 3% | i | 0 | 10% | 4% | 3 | 12%
CCCn1c(N2CCN(Cc3cccc(C)c3)CC2)nc2c1c(=O)[nH]c(=O)n2C | 9% | 12% | 8% | i | 20 | -8% | 1% | 15 | 16%
COc1ccccc1NC(=O)N(Cc1ccco1)Cc1cc2cc(C)cc(C)c2[nH]c1=O | 1% | 75%* | -6% | i | 8 | 8% | 4% | 15 | 60%*
Cc1nc2ccc(S(=O)(=O)NCC(=O)N(C)Cc3ccco3)cc2s1 | 17% | 8% | 7% | i | 9 | 5% | 2% | 0 | 13% | PMK inhibit pilot replicates=6.0;MK inhibit pilot replicates=1.5;DPM-DC inhibit pilot screen %=0.0
CCCc1cc(=O)oc2c(CN3CCN(C)CC3)c(O)c(Cl)cc12 | 5% | 0% | 0% | · | 1 | 4% | 7% | 10 | -6%
CC12CC(NC(=O)N1c1cccc(C(=O)Nc3ncn[nH]3)c1)c1ccccc1O2 (stereo unspecified) | 6% | -1% | -1% | i | 14 | 7% | · | 0 | 2%
Cc1ccccc1S(=O)(=O)Cc1ccc(C(=O)NCCN2CCN(Cc3ccccc3)CC2)o1 | 9% | 4% | 0% | i | 16 | · | · | 4 | -8%
CC(C)(C#N)Nn1cnnc1 | 13% | -14% | -2% | i | 5 | -1% | 0% | 7 | -19% | PMK inhibit pilot replicates=3.0;MK inhibit pilot replicates=0.0;DPM-DC inhibit pilot screen %=2.0
CCOC(=O)CC(N)c1ccc(OC)cc1 (stereo unspecified) | 7% | 3% | 3% | i | 1 | 7% | · | 0 | 2%
CCCCCCNS(=O)(=O)c1ccc(Cl)s1 | 14% | -18% | 10% | i | 8 | -2% | -4% | 2 | -26% | PMK inhibit pilot replicates=3.0;MK inhibit pilot replicates=0.0;DPM-DC inhibit pilot screen %=0.0
O=C(CSC1=NCCS1)Nc1nc2c(s1)CCCC2 | -3% | -5% | -4% | i | 9 | 8% | 4% | 0 | -2%
COC(=O)CN(c1ccccn1)S(=O)(=O)c1ccccc1 | 7% | -2% | -6% | i | 6 | -5% | -2% | 2 | 0%
O=C1C2C(C(=O)N1c1ccncc1)C1C=CC2C12CC2 (stereo unspecified) | 12% | -16% | 1% | i | 11 | 2% | -4% | 0 | -7%
Cc1ccc(C(=O)Nc2ncc(Cc3ccccc3)s2)o1 | 4% | 51%* | 5% | i | 3 | 9% | 6% | 0 | 31%
COc1ccc2oc(C(=O)C3CC3)c(NC(=O)CCCN3C(=O)c4ccccc4C3=O)c2c1 | 9% | 0% | -3% | i | 0 | -1% | · | 3 | 3%
O=C1CCCc2[nH]nc(-c3cccnc3)c21 | 15% | -4% | -7% | i | 12 | 11% | · | 6 | -2%
Cc1noc(C)c1CSc1ncnc2sc3c(c12)CCC3 | 9% | -2% | -5% | i | 14 | -11% | -2% | 5 | 3%
COC(=O)c1[nH]c(C)c(/C(O)=C2\C(=O)C(=O)N(CCN(C)C)C2c2ccco2)c1C (stereo unspecified) | 3% | -4% | -12% | i | 21 | -7% | 17% | 10 | 4%
O=C(CCC(=O)N1CCc2ccccc2C1)N1CCN(S(=O)(=O)c2ccccc2)CC1 | 8% | -13% | 4% | i | 8 | 10% | -8% | 5 | -8% | PMK inhibit pilot replicates=0.0;MK inhibit pilot replicates=1.5;DPM-DC inhibit pilot screen %=0.0
CC(C)N(C(=O)Cn1cnc2c(cnn2-c2ccccc2Cl)c1=O)C(C)C | 9% | 1% | -9% | i | 7 | 16% | -1% | 0 | -9%
COc1ccc(OC)c(C2CC(=O)NC(SC)=C2C#N)c1 (stereo unspecified) | 18% | 9% | -8% | i | 0 | 4% | -6% | 4 | -3% | PMK inhibit pilot replicates=4.0;MK inhibit pilot replicates=0.0;DPM-DC inhibit pilot screen %=0.0
Cc1ccc2occ(CN3CCN(c4ccccc4)CC3)c(=O)c2c1 | 16% | -18% | 4% | i | 0 | -1% | -5% | 4 | -17% | PMK inhibit pilot replicates=0.0;MK inhibit pilot replicates=0.0;DPM-DC inhibit pilot screen %=0.5
CCOc1ccc(CN(Cc2ccco2)C(c2cccs2)c2nnnn2C(C)(C)C)cc1 (stereo unspecified) | 11% | -6% | 5% | i | 2 | 7% | -17% | 0 | 1%
CCSC1=C(C#N)C(c2cccc(Br)c2)CC(=O)N1 (stereo unspecified) | 8% | -14% | -5% | i | 0 | 11% | 0% | 2 | 2%
COc1ccccc1N1CCN(c2cc(N3CCCC3)nc(C)n2)CC1 | 14% | 1% | 4% | i | 4 | 6% | 5% | 2 | 3% | PMK inhibit pilot replicates=0.0;MK inhibit pilot replicates=0.0;DPM-DC inhibit pilot screen %=0.0
CC(C)OC(=O)c1c(N)sc2c1CCCC2 | 9% | 2% | 7% | i | 0 | 12% | 6% | 6 | -18%
CC(C)c1nnc(NC(=O)CCN2C(=O)c3ccccc3C2=O)s1 | 15% | -20% | 5% | i | 6 | -2% | 1% | 3 | -17%
CCOc1ccc(OCC)c(NC(=O)CN2CCN(C(=O)c3ccco3)CC2)c1 | 8% | -6% | -3% | i | 0 | · | -2% | 20 | -7% | PMK inhibit pilot replicates=0.5;MK inhibit pilot replicates=1.5;DPM-DC inhibit pilot screen %=0.5
CCOC(=O)c1c(C)c(C(=O)Nc2cc(F)ccc2F)c(C)n1C | 4% | 17% | 1% | i | 9 | 6% | -9% | 7 | 37%

Five structures out of the list, ordered by SMILES length, ascending:
SMILES | TNAP inhibition | HPDE-C7K KRASV12 | Bfl-1 inhibitors | DPM-DC inhibit | PMK inhibit | LYP inhibition | HT1080 cytotoxicity | MK inhibit | HPDE-C7 cytotoxicity | others
CC(C)OC(=O)c1c(N)sc2c1CCCC2 | 9% | 2% | 7% | i | 0 | 12% | 6% | 6 | -18%
COc1ccc(OC)c(C2CC(=O)NC(SC)=C2C#N)c1 (stereo unspecified) | 18% | 9% | -8% | i | 0 | 4% | -6% | 4 | -3% | PMK inhibit pilot replicates=4.0;MK inhibit pilot replicates=0.0;DPM-DC inhibit pilot screen %=0.0
COc1ccccc1N1CCN(c2cc(N3CCCC3)nc(C)n2)CC1 | 14% | 1% | 4% | i | 4 | 6% | 5% | 2 | 3% | PMK inhibit pilot replicates=0.0;MK inhibit pilot replicates=0.0;DPM-DC inhibit pilot screen %=0.0
CCOc1ccc(OCC)c(NC(=O)CN2CCN(C(=O)c3ccco3)CC2)c1 | 8% | -6% | -3% | i | 0 | · | -2% | 20 | -7% | PMK inhibit pilot replicates=0.5;MK inhibit pilot replicates=1.5;DPM-DC inhibit pilot screen %=0.5
CCOc1ccc(CN(Cc2ccco2)C(c2cccs2)c2nnnn2C(C)(C)C)cc1 (stereo unspecified) | 11% | -6% | 5% | i | 2 | 7% | -17% | 0 | 1%

Next structures.
SMILES | TNAP inhibition | HPDE-C7K KRASV12 | Bfl-1 inhibitors | DPM-DC inhibit | PMK inhibit | LYP inhibition | HT1080 cytotoxicity | MK inhibit | HPDE-C7 cytotoxicity | others
Cc1ccc(C(c2sc3nc(C)nn3c2O)N2CCN(CCO)CC2)cc1 (stereo unspecified) | 9% | 2% | 4% | i | 10 | -21% | -11% | 8 | -12%
Cc1cc2c(c(=O)n1Cc1ccc3c(c1)OCO3)C(c1cccnc1)C(C#N)=C(N)O2 (stereo unspecified) | 11% | -2% | -6% | i | 11 | -11% | 6% | 5 | -5%
CCOC(=O)Cn1c(=O)oc2cc(S(=O)(=O)N3CCn4c3nc3ccccc34)ccc21 | 4% | -4% | 0% | i | 0 | 2% | -2% | 7 | -12%
O=C(CCC(=O)c1cccs1)OCC(=O)N1CCN(C(=O)c2ccco2)CC1 | 11% | · | -8% | i | 20 | · | -5% | 0 | ·
CCn1c(SCc2ccc(C(=O)OC)o2)nnc1-c1c[nH]c2ccccc12 | 5% | -6% | -2% | i | 1 | 6% | 3% | 3 | -20%
COc1ccccc1NC(=O)c1ccc(CN2CCOCC2)cc1 | 18% | -2% | 0% | i | 21 | 4% | 4% | 3 | 9%
O=S(=O)(c1ccc(F)cc1)N1CCN(Cc2ccccc2C(F)(F)F)CC1 | 7% | -11% | 4% | i | 0 | · | -1% | 44* | -13%
Cn1nnc2c(NCc3ccco3)nccc21 | 1% | -1% | -2% | · | 0 | · | 12% | 1 | -12%
CCn1cc(C(=O)N2CC(C)CC(C)C2)c(=O)c2cc(S(=O)(=O)N3CCOCC3)ccc21 (stereo unspecified) | 9% | 0% | 0% | i | 6 | · | 3% | 6 | -11%
O=C(c1cccc(N2C(=O)C3CC=CCC3C2=O)c1)N1CCN(c2ccccc2)CC1 (stereo unspecified) | 9% | 6% | 1% | i | 22 | 4% | 5% | 0 | -7%
CCn1c(CC(=O)Nc2ccccc2F)nnc1SCC(=O)N1CCN(c2ccccc2)CC1 | 10% | -3% | -4% | i | 9 | -1% | -4% | 5 | 7%
Cc1nnc2sc(-c3ccc(NC(=O)c4ccc(-c5ccc(Cl)cc5Cl)o4)cc3)nn12 | 9% | -6% | 12% | · | 1 | 5% | 5% | 11 | -18%
Cn1c(=O)c2cn(-c3ccc4c(c3)OCCO4)cc2n(C)c1=O | 8% | 9% | -2% | i | 6 | · | 2% | 7 | -25%
COC(=O)c1cc(Br)c(=O)n(Cc2cccnc2)c1 | 16% | 4% | -2% | i | 4 | 9% | 11% | 9 | -10% | PMK inhibit pilot replicates=0.0;MK inhibit pilot replicates=1.0;DPM-DC inhibit pilot screen %=0.0
CCOC(=O)C1CSc2[nH]c(=O)sc2C1c1ccccc1 (stereo unspecified) | 20% | -1% | 6% | i | 7 | 12% | 12% | 0 | 10% | PMK inhibit pilot replicates=0.0;MK inhibit pilot replicates=0.0;DPM-DC inhibit pilot screen %=0.0

An unsorted share of the library, and some 3.6% of all compounds hit somewhere here.
